RAD52 inh: blocks human RAD52 DNA annealing; AID 651710; hit rate 0.46% among 360,000; P43351; inhibition, % at 18.7 µM; recombinant RAD52 DNA annealing, FRET fluorescence;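 active = every replicate showing at least 50% inhibition; inconclusive = mean inhibition at least 50% but not in every replicate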
esBAF inh: blocks esBAF chromatin remodeling in mouse ES cells; reporter increase, % at 12.5 µM; Bmi1-luciferase knock-in reporter, 24 h; 100% = twice the neutral-well signal; AID 602393; hit rate 2% among 350,000; in the data active = activation above about 40%; inconclusive = no clear call, values can overlap the other calls;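 note: 0% = median of the plate's neutral control wells and 100% = double that signal; a rise in the Bmi1 reporter signal indicates esBAF inhibition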
PglD inh: inhibitors of Campylobacter jejuni PglD acetyltransferase | purified PglD enzyme, DTNB colorimetric CoA detection | inhibition, % at 12.5 µM | hit rate 0.098% among 360,000; in the data active = inhibition above about 16%, passing the limit was not always enough; inconclusive = no clear call, values can overlap the other calls; note: strong numbers were not always called active
CASP6 VEID inh: caspase-6 (human) enzyme inhibition. hit rate 0.53% among 350,000. AID 686996. purified caspase-6, Z-VEID-R110 cleavage fluorescence. P55212. inhibition, % at 12.5 µM;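 active = mean inhibition across replicates at least about 35%, with every replicate also reaching that limit, limit read from the data; inconclusive = only one of the two criteria met; inactive = neither criterion met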;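 note: 0% = median of neutral control wells and 100% = no fluorescence left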
Target sequence (P55212 24-179 limits assumed): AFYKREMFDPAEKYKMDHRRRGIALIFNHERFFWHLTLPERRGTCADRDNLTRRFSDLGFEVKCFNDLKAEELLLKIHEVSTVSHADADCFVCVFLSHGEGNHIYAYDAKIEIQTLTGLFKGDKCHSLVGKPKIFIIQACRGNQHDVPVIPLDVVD
Target sequence (P55212 194-293 limits assumed): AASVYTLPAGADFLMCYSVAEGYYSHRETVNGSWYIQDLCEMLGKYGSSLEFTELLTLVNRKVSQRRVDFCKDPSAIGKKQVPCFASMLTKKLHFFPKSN
E-sel inducer: E-selectin induction on HUVECs | P16581 | HUVEC E-selectin immunofluorescence imaging; normalized: neutral wells 0, TNF-alpha wells 100 | activation, % at 7.58 µM | hit rate 0.37% among 260,000 | AID 686992;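 active = mean E-selectin-positive cell signal at least 10% of the positive control, reached in at least 60% of replicates, without over 20% cell loss; inconclusive = no rule given, readout overlaps actives, possibly toxicity-flagged; inactive = the rest, including those meeting only one limit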;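 note: in these data hits start at about 27%; measured in HUVEC primary endothelial cells; signal is the percent of cells scored E-selectin positive by PE staining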
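System: HUVEC, human umbilical vein endothelial cells; quantity: 3,000 cells/well; buffer or medium: EGM-2 medium, gelatin-coated wells; dosing: single-point compound dose; detection: immunofluorescence imaging; evaluation: % PE-positive cells; benchmarks: TNF-alpha, DMSO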
ARNT TACC3 PPI: ARNT/TACC3 interaction disruption; Q9Y6A5; AlphaScreen His-ARNT PAS-B/GST-TACC3 binding, luminescence; TACC3 fragment carries E629A point mutation; inhibition, % at 9.99 µM; hit rate 0.66% among 390,000;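 active = mean inhibition of replicates at least 50% and at least half of replicates each reaching 50%; inconclusive = half or more replicates reach 50% but mean below 50%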;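 note: 0% = complete ARNT plus TACC3 wells and 100% = ARNT alone without TACC3; many hits fall short of the cut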
ERp5 block: ERp5 (human) disulfide isomerase inhibition; ERp5 insulin aggregation, absorbance 650 nm, 90 min; hit rate 0.05% among 350,000; AID 651711; inhibition, % at 9.99 µM;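 active = mean replicate inhibition above about 25%, with every replicate also reaching it, limit read from the data, passing the limit was not always enough; inconclusive = only one of those two criteria met; inactive = neither criterion met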
Target sequence (Q15084 whole entry, looked up): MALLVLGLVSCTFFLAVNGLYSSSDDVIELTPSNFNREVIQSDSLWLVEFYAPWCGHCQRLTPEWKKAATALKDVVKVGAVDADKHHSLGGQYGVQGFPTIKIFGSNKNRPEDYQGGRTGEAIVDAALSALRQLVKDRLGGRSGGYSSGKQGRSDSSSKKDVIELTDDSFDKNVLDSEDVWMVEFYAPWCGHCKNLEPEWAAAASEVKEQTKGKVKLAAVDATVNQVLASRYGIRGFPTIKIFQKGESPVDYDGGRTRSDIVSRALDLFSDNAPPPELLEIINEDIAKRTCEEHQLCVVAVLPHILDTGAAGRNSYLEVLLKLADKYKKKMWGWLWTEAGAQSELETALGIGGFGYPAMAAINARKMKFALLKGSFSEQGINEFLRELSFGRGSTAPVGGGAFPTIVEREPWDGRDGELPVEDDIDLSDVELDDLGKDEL
RAD54 inh: blocks human RAD54 Holliday junction branch migration. AID 602329. Q92698. hit rate 0.14% among 360,000. FAM/BHQ fluorescence. inhibition, % at 10.4 µM;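 active = mean normalized replicate activity at least 40 and at least half of replicates scoring 40 or more; inconclusive = only one of the two criteria met; inactive = mean below 40 and under half of replicates reaching 40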;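 note: 0% = median of neutral control wells and 100% = median of positive control wells; inhibitors cause a drop in the FAM fluorescence signal; in these data hits start at about 50%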
* = called active by the depositor; ? = inconclusive; . = no result given; & = joins results of further samples; ! = not active in a repeat.

SMILES	E-sel inducer	CASP6 VEID inh	ERp5 block	esBAF inh	ARNT TACC3 PPI	RAD52 inh	PglD inh	RAD54 inh
Cn1c(=O)c2c(nc(SCCN3CCCCC3)n2Cc2ccccc2)n(C)c1=O	-1.8	.	.	-13.8	-7.9	.	-8.9	10.0
CC(=O)NNC(=O)c1csc(-c2csc(C)n2)n1	0.2	2.7	-4.8	-2.6	-4.6	-10.9	2.1	-9.8
CC(C)C1C(=O)N(Cc2cn(CCC3OCCO3)nn2)CCS(=O)(=O)N1Cc1ccc(-c2ccc(F)nc2)cc1 (stereo not given)	.	9.0	3.8	1.3	.	-7.4	1.1	-7.8
O=C1c2cc(O)cc(O)c2C(=O)c2c1cc(O)c([C@@H](CO)CCO)c2O	.	17.3	6.3	2.3	46.1*	-17.8	2.3	31.5
CC(=O)c1cccc(NC(=S)NC2CCCCCCC2)c1	-0.1	3.4	-1.9	15.0	-6.0	-10.3	-0.6	11.9
O=C(CN(CC1CCCO1)C(=O)c1nsc(Cl)c1Cl)NC1CCCC1 (stereo not given)	.	0.3	0.0	.	5.3	-19.6	.	.
O=C(N[C@H](Cc1ccccc1)C(=O)O)[C@H]1O[C@@H](n2ccc(=O)[nH]c2=O)[C@H](O)[C@@H]1O	0.1	-2.1	-1.0	.	.	-1.3	.	.
Cc1noc(C(=O)NC2CCCCC2)c1Cl	3.2	0.1	2.4	-2.8	-7.8	-1.6	-1.1	-2.9
O=C(CS(=O)(=O)c1ccccc1)Nc1ccccc1Br	0.2	-1.1	1.1	23.8	-4.9	0.8	1.7	0.1
O=C(N/N=C/c1cccnc1)c1cc2ccccc2cc1O	0.1	5.7	1.1	22.5	9.6	-8.7	-2.5	4.2
COc1ccc(NC(=O)Nc2ccc3c(c2)[C@H]2C[C@H](CC(=O)NCC4CC4)O[C@@H](CO)[C@H]2O3)cc1	-0.4	0.1	5.2	4.0	-7.1	-9.0	0.0	-0.1
COc1ccc(NC(=O)CN(C)C(=O)c2ccc3c(c2)CC(c2ccccc2)OC3=O)cc1 (stereo not given)	-0.1	3.9	-3.2	5.8	.	-22.5	-5.1	-19.8
Cc1cc(C)cc(C(=O)Nc2cccnc2Cl)c1	.	-0.1	-3.1	-5.0	-3.3	-10.8	2.3	7.5
O=C(NNC(=S)NCc1ccc(Cl)cc1)c1ccc2c(c1)OCO2	13.0	-2.2	-3.5	.	-6.2	-17.0	.	.
Cc1ccc(S(=O)(=O)NCC(=O)N(CC(=O)NC2CCCCC2)Cc2ccco2)cc1	.	.	.	-4.2	18.4	.	-1.0	-5.3
COc1ccc(-n2cc3c(-c4cccc(Br)c4)nnc(C)c3n2)cc1	0.1	-2.6	-4.0	.	3.0	-307.8	.	.
CS(=O)(=O)Nc1cccc(NC(=O)c2cccc3c(-c4ccc(F)c(F)c4)coc23)c1	?	-0.3	0.0	52.0*	.	15.1	-3.6	-1.1
COc1ccccc1NC(=O)CSc1nnc(C)n1Cc1ccccc1	.	-1.9	0.5	9.7	5.8	1.3	-2.2	0.7
CC(=O)Nc1nc(-c2ccccc2)nc(C)c1C(C)=O	.	.	.	-1.6	-0.3	.	-7.0	2.0
COc1ccc(COC[C@@]23Oc4ccccc4[C@@H](NC(=S)N2C)[C@H]3CO[Si](C)(C)C(C)(C)C)cc1	.	1.5	2.5	.	-3.3	18.6	0.6	1.3
COC(=O)C(NC(C)=O)(Nc1ccc(Br)cc1)C(=O)OC	.	-1.3	-0.7	-3.0	-17.7	-6.2	-1.9	-6.9
O=S(=O)(Nc1cccc(CO)c1)c1cccs1	-1.8	1.5	4.7	.	.	1.0	-0.2	-8.7
COc1ccc(F)cc1-c1cc(C(=O)NCc2ccccc2)[nH]n1	-0.1	-0.1	-1.7	10.1	.	-7.4	-1.1	9.5
C[C@@H]1CN([C@@H](C)CO)C(=O)CCCn2cc(nn2)CO[C@@H]1CN(C)S(=O)(=O)c1cccs1	0.7	0.5	-2.0	-0.5	-9.9	-1.5	0.8	2.2
CCN(CC(=O)Nc1ccc(N2CCOCC2)cc1)C(=O)Cc1ccccc1	0.3	-0.2	-3.2	-2.3	0.3	-1.6	-2.0	1.2
COc1ccccc1CN1[C@@H](CO)[C@H](c2ccccc2)C12CN(C(C)=O)C2	0.0	0.4	4.4	.	.	-6.3	.	.
CC(=O)c1c(C)[nH]c(C(=O)COC(=O)CCOc2ccc(C)cc2)c1C	.	7.9	5.2	-8.2	-1.5	-14.0	-1.8	-4.8
COc1ccc(S(=O)(=O)N/N=C(/C)c2ccncc2)cc1OC	2.4	-7.1	0.1	2.2	-3.1	-7.1	1.2	-10.1
CCS(=O)(=O)Nc1ccc2c(c1)C(=O)N(C)[C@H]1CC[C@@H](CC(=O)N3CCN(C)CC3)O[C@H]1CO2	-0.1	-0.9	2.4	-1.1	-2.2	-19.8	-0.6	-5.5
CCCNC(=O)N(C)C[C@@H]1Oc2ncc(C#CC(C)C)cc2C(=O)N([C@@H](C)CO)C[C@H]1C	0.2	-2.7	0.4	-1.0	-3.5	-9.1	7.7	-5.4
O=C(c1ccc2c(c1)OCO2)C1CCCN(Cc2cccc(C(F)(F)F)c2)C1 (stereo not given)	-0.4	1.0	2.1	1.5	-17.2	1.4	-4.4	-3.1
COCC(C)NC(=O)c1ccccc1[N+](=O)[O-] (stereo not given)	0.2	0.2	-3.1	7.3	-7.9	-7.3	1.4	2.7
NCCc1cnc[nH]1	-0.1&1.7	-46.5&-9.1	-5.2&6.3	-3.5&7.7	73.2*!	3.7&-6.9	-5.4&-1.0	0.0&8.4
O=C(NC1CCCc2ccccc21)c1ccccn1 (stereo not given)	.	-1.3	-7.1	7.2	-0.7	-5.1	-0.3	-2.9
CCn1cc(Cl)c(C(=O)Nc2ccccc2C(N)=O)n1	-2.2	10.9	0.2	4.8	23.8	-12.6	-11.3	-2.1
O=C(Cn1cnc2ccccc2c1=O)N(Cc1ccco1)c1ccc(O)cc1	.	.	.	-11.7	5.5	.	-2.5	-2.3

A draw from above in order of length of the SMILES, largest number first:
SMILES	E-sel inducer	CASP6 VEID inh	ERp5 block	esBAF inh	ARNT TACC3 PPI	RAD52 inh	PglD inh	RAD54 inh
CCS(=O)(=O)Nc1ccc2c(c1)C(=O)N(C)[C@H]1CC[C@@H](CC(=O)N3CCN(C)CC3)O[C@H]1CO2	-0.1	-0.9	2.4	-1.1	-2.2	-19.8	-0.6	-5.5
COc1ccccc1CN1[C@@H](CO)[C@H](c2ccccc2)C12CN(C(C)=O)C2	0.0	0.4	4.4	.	.	-6.3	.	.
CCn1cc(Cl)c(C(=O)Nc2ccccc2C(N)=O)n1	-2.2	10.9	0.2	4.8	23.8	-12.6	-11.3	-2.1

(list continues)
SMILES	E-sel inducer	CASP6 VEID inh	ERp5 block	esBAF inh	ARNT TACC3 PPI	RAD52 inh	PglD inh	RAD54 inh
O=C(CCc1ccccc1)NCCc1ccc(F)cc1	-0.1	0.7	-3.0	12.5	-6.4	-18.8	-3.4	-17.4
Cc1ccccc1-n1ncc2c1CC(C)(C)CC2NC(=O)C1CCC1 (stereo not given)	.	-0.3	5.2	10.1	-4.2	0.5	-0.4	7.8
C=C1C2=C(C(=O)N1OC)[C@@H](O)[C@@](C)(O)[C@@H](CCCCC)O2	.	3.2	-0.5	0.0	.	-14.0	-2.6	-9.5
C[C@@H]1CCCCO[C@H](CN(C)C(=O)NC2CCCCC2)[C@H](C)CN([C@H](C)CO)C(=O)c2cc(NS(=O)(=O)c3ccccc3)ccc2O1	-0.1	-4.1	0.4	5.3	-14.0	-4.1	1.5	5.2
CCCCCCCNC(=O)CN1C(=O)CSc2ccc(S(=O)(=O)N3CCOCC3)cc21	.	-5.9	-1.1	-0.3	-7.7	-15.9	-2.8	1.2
COc1ccc(N2CCN(CCNC(=O)Nc3cc(Cl)ccc3OC)CC2)cc1	?	-3.1	0.4	-7.9	2.0	2.8	-5.3	11.5
CNC[C@H]1[C@@H](c2ccc(C#CCC3CCCC3)cc2)[C@@H](CO)N1C(=O)C1CCC1	0.2	-1.6	1.0	.	.	-34.6	.	.
CCOC(=O)C1CCN(C(=O)CN2C(=O)C(C(C)C)Oc3ccccc32)CC1 (stereo not given)	.	0.3	3.3	10.0	12.3	-2.4	-1.2	-2.4
CCN1C(=O)[C@H]2[C@@H](c3ccc(C)cc3)N3C(=O)N(c4cccc(Br)c4)C(=O)[C@@]3(C)[C@H]2C1=O	0.0	-1.8	-4.6	-20.4	.	-15.2	-3.1	-1.6
COc1ccc(C(=O)O/N=C(\N)Cc2cccs2)cc1OC	-0.1	0.1	2.7	8.7	1.2	-26.4	-18.6	6.3
CCOC(=O)c1c(C)n(C)c2ccc(OC)c(NC(=O)c3cccs3)c12	.	.	.	-9.3	3.8	.	0.2	13.5
COC(=O)C1=C(C)N(Cc2cccc(C(F)(F)F)c2)C(=NCc2ccc3c(c2)OCO3)NC1c1ccccc1 (stereo not given)	-0.4	11.5	2.9	.	.	7.8	.	.

Six compounds from above, arranged by the value under esBAF inh, ascending.
structure	CASP6 VEID inh	ERp5 block	esBAF inh	ARNT TACC3 PPI	RAD52 inh	PglD inh
CCN1C(=O)[C@H]2[C@@H](c3ccc(C)cc3)N3C(=O)N(c4cccc(Br)c4)C(=O)[C@@]3(C)[C@H]2C1=O	-1.8	-4.6	-20.4	.	-15.2	-3.1
CCOC(=O)c1c(C)n(C)c2ccc(OC)c(NC(=O)c3cccs3)c12	.	.	-9.3	3.8	.	0.2
CCCCCCCNC(=O)CN1C(=O)CSc2ccc(S(=O)(=O)N3CCOCC3)cc21	-5.9	-1.1	-0.3	-7.7	-15.9	-2.8
C=C1C2=C(C(=O)N1OC)[C@@H](O)[C@@](C)(O)[C@@H](CCCCC)O2	3.2	-0.5	0.0	.	-14.0	-2.6
COc1ccc(C(=O)O/N=C(\N)Cc2cccs2)cc1OC	0.1	2.7	8.7	1.2	-26.4	-18.6
CCOC(=O)C1CCN(C(=O)CN2C(=O)C(C(C)C)Oc3ccccc32)CC1 (stereo not given)	0.3	3.3	10.0	12.3	-2.4	-1.2

(continued)
SMILES	E-sel inducer	CASP6 VEID inh	ERp5 block	esBAF inh	ARNT TACC3 PPI	RAD52 inh	PglD inh	RAD54 inh
CCOC(=O)c1ccc(NS(=O)(=O)c2cccc3nsnc23)cc1	.	.	.	4.1	3.4	.	2.5	12.2
C[C@@H]1CCCCO[C@H](CN(C)CC2CC2)[C@@H](C)CN([C@H](C)CO)C(=O)c2cc(NC(=O)Nc3cccc4ccccc34)ccc2O1	0.3	.	.	0.3	-8.1	.	0.0	3.9
CN(CC(=O)NC(=O)NCc1ccccc1)CC(=O)Nc1ccc(Cl)c(Cl)c1	.	3.2	-2.7	2.8	-2.0	-5.0	1.6	11.0
COCc1[nH]nc2c1C1(C(=O)Nc3ccc(F)cc31)C(C#N)=C(N)O2 (stereo not given)	.	.	.	-9.8	-5.1	.	0.4	0.9
COc1ccc(N=C2C(=Nc3ccc(OC)cc3)N(c3ccccc3)C(=S)N2C(=O)c2ccc(Cl)cc2)cc1	.	.	.	-29.7	-2.2	.	-0.5	-6.4
CCC(=O)Nc1ccc2c(c1)OC[C@H](C)N(C(C)=O)C[C@@H](C)[C@@H](OC)CN(C)C2=O	0.1	2.2	-2.1	0.2	3.8	-3.1	-4.6	0.2
O=[N+]([O-])c1cc([N+](=O)[O-])c(Oc2cncc(Cl)c2)cc1NN1CCCCC1	1.0	-1.1	-3.9	-7.2	15.3	-4.2	0.1	0.2
CSc1ncc(Cl)c(C(=O)Nc2cccc(Cl)c2)n1	0.1	-1.5	3.8	-3.5	11.5	-14.0	8.8	1.5
Cc1oc(C)c(S(=O)(=O)NCc2cccs2)c1C(=O)O	-0.1	1.4	-7.6	0.7	-1.1	-19.0	-1.2	3.2

Screening results as filed in PubChem.
